High-throughput results: PubChem BioAssay, Vanderbilt High Throughput Screening Facility
AMPAR-TARP mod: GluA2-stargazin AMPA receptor complex modulation; HEK293 GluA2+stargazin, membrane potential dye (FDSS), glutamate EC50; hits were called plate by plate, in both directions; calls only at 30 µM; hit rate 3.5% among 40,000; AID 1259245;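 active = any of four per-well response measures lying three or more SD from its plate-wide compound average, in either direction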
Target sequence (O88602 whole entry, looked up): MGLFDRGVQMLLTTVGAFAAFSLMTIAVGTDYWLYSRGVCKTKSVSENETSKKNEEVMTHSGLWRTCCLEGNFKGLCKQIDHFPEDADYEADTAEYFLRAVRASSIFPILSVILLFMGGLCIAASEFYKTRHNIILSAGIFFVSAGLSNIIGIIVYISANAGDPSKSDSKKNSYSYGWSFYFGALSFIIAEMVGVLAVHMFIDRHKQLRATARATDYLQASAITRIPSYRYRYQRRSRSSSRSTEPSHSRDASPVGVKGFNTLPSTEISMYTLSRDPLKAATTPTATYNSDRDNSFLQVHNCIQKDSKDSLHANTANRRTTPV
Target sequence (P19491 whole entry, looked up): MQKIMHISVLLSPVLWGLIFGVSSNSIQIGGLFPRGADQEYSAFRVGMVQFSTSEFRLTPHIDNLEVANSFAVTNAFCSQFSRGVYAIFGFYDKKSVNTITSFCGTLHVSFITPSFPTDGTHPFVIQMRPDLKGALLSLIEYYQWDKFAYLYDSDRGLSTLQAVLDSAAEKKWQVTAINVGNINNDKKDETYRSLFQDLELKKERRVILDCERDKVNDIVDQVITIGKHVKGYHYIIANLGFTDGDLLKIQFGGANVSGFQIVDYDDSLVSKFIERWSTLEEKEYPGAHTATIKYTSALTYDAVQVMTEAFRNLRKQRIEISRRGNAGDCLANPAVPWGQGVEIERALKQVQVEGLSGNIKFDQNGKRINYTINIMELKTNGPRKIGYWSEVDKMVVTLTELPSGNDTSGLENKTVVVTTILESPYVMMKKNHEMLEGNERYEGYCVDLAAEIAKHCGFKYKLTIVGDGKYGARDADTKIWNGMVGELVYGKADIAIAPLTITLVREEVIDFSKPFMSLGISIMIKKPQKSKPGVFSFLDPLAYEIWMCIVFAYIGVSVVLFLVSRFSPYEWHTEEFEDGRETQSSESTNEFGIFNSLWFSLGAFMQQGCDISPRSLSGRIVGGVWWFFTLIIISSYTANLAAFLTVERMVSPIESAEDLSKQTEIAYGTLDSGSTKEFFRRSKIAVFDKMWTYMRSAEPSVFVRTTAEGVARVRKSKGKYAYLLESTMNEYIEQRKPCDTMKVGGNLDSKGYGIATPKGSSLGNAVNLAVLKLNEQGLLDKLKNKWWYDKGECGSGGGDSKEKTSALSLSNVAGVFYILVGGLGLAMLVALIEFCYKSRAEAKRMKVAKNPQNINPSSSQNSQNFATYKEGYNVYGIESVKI
AMPAR-TARP mod agonism max-min: second read-out of AMPAR-TARP mod, no call of its own (marks repeat the call); compound max-min signal; compound-alone response (agonism);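 unitless range of fluorescence divided by baseline over first 100 seconds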
AMPAR-TARP mod glutamate slope: further read-out of AMPAR-TARP mod, marked with its call; glutamate slope, % of max; measured here: glutamate response slope, % max;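 scaled per plate between vehicle wells and maximal 1 mM glutamate control wells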
* = called active by the depositor; i = inactive; + = active, no number; & = joins results of further samples.

SMILES | AMPAR-TARP mod | AMPAR-TARP mod agonism max-min | AMPAR-TARP mod glutamate slope
Cc1ccc(-c2ccc(S(=O)(=O)N3CCCCCC3)cc2)cc1 | i | 0.0685 | 54.6
Cc1cc(N2CCOCC2)nc(N2CCN(C(=O)c3cnccn3)CC2)n1 | + | 0.2* | 64.5*
CCOC(=O)C1=C(CS(=O)(=O)c2ccc(F)cc2)NC(=O)NC1c1cc(OC)ccc1OC (stereo not given) | i | 0.0511 | 62.7
CCOC(=O)c1sc(NC(=O)C2CCCN(S(C)(=O)=O)C2)nc1-c1ccccc1 (stereo not given) | i | 0.119 | 47.7
O=C(CS(=O)(=O)c1ccc(Cl)cc1)c1cc2cc(Cl)ccc2oc1=O | i | 0.0967 | 34.7
Cc1ccc(Oc2ccc(N(C)C(=O)c3c(-c4ccccc4Cl)noc3C)cc2)nn1 | i | 0.0844 | 61.4
Cc1cc(C)n(CC(=O)NCc2ccc3c(c2)OCO3)c(=O)c1-c1nc(-c2ccc(Cl)cc2)no1 | i | 0.0783 | 43.5
Cc1ccc(C)c(NC(=O)c2ccc(=O)n(Cc3ccccc3Cl)c2)c1 | i | 0.0531 | 54.2
COc1ccc(OC)c(COCC(O)CN2CCc3cc(OC)c(OC)cc3C2)c1 (stereo not given) | i | 0.0839 | 46.8
CCCCOCC(O)CNC(C)(C)CC(C)(C)C (stereo not given) | i | 0.0781 | 52.7
CCc1ccc(NC(=O)CSc2nnc(-c3ccc(OC)c(OC)c3)n2N)cc1 | i | 0.0653 | 55.7
O=C(NCCc1ccccc1)NCC1CCN(c2ncccn2)CC1 | i | 0.0983 | 63.2
CSc1ccccc1CN1CCC(CNC(=O)c2cc(-c3ccccc3)on2)CC1 | i | 0.0593 | 35.5
O=C(Nc1sccc1-c1nc2ccccc2s1)c1ccc([N+](=O)[O-])s1 | i | 0.0897 | 76.1
CC(=O)Nc1ccc(NC(=O)Cc2csc(NC(=O)c3ccc(=O)[nH]c3)n2)cc1 | i | 0.0513 | 27.2
COc1ccc(NC(=O)c2cc(-c3ccccc3)nc3c2c(C)nn3C2CCS(=O)(=O)C2)cc1 (stereo not given) | i | 0.105 | 60.0
Cc1cccc(NC(=O)C(=O)NC(C)c2ccccc2)n1 (stereo not given) | i | 0.101 | 61.0
Cc1cc(=O)c2cc(Br)ccc2[nH]1 | i | 0.104 | 89.0
Cn1nnc2c(SCC(=O)Nc3ccc(Cl)c(Cl)c3)ncnc21 | i | 0.0943 | 61.3
O=S(=O)(NC1CCCCC1N1CCCCC1)c1ccccc1 (stereo not given) | i | 0.0436 | 53.3
CS(=O)(=O)c1ccc(CC(=O)Nc2nnc(-c3ccc4c(c3)CCCC4)o2)cc1 | i | 0.096 | 61.5
COc1ccc(-c2nnc(NC(=O)CCSc3ccc(C)cc3)o2)cc1OC | i | 0.103 | 49.4
COc1ccc(CCN2C(=O)C3N=NN(c4ccccc4)C3C2=O)cc1OC (stereo not given) | i | 0.0924 | 51.0
CCOc1ccccc1NC(=O)CSc1nnc(-c2ccc(OC)c(OC)c2)n1N | i | 0.0538 | 67.9
CSc1ccccc1C(=O)NCCc1csc(-c2ccc(F)cc2)n1 | i | 0.0506 | 62.1
More structures:
SMILES | AMPAR-TARP mod | AMPAR-TARP mod agonism max-min | AMPAR-TARP mod glutamate slope
Cn1cc(C(=O)N2CCCC2)cc(NC(=O)c2cccs2)c1=O | i | 0.0942 | 56.0
O=C(NCC(c1cccs1)N1CCOCC1)c1cccc2ccccc12 (stereo not given) | i | 0.0371 | 47.9
Cc1cc(N2CCOCC2)n2ncc(-c3ccccc3Cl)c2n1 | i | 0.148 | 55.3
Cc1cc(C)n(CCNC(=O)c2ccc(N3CCCC3)nn2)n1 | i | 0.0503 | 73.9
Cc1nc(N2CCN(C(=O)Cc3ccc(Cl)cc3)CC2)cc(-n2ccnc2)n1 | i | 0.0859 | 51.7
CCCc1cc(=O)[nH]c(SCC(=O)N2CCN(c3ccc(F)cc3)CC2)n1 | i | 0.0657 | 18.9
O=C(CSc1nnnn1-c1ccc2ccccc2c1)NCc1ccccc1 | i | 0.0764&0.0534 | 27.8&118.1
CCCS(=O)(=O)N1CCCc2ccc(NS(=O)(=O)c3cc(C)c(OC)c(C)c3)cc21 | i | 0.0586 | 67.8
CCCCCNC(=O)c1c(C(F)(F)F)nn(C2CCCN(C)C2)c1C (stereo not given) | i | 0.0953 | 57.2
C=CCCC(=O)N1CCC(CN2CCN(C)CC2C)CC1 (stereo not given) | i | 0.0673 | 47.8
O=C(Nc1nc2ccccc2s1)C(=O)N1CCC(Cc2ccccc2)CC1 | i | 0.0609 | 44.6
Cc1ccc(S(=O)(=O)c2c(C)nn(-c3ccccc3)c2OC(=O)C2CCCC2)cc1 | i | 0.0712 | 68.0
CS(=O)(=O)N1CCCCC1C(=O)Nc1nc(-c2nc3ccccc3s2)cs1 (stereo not given) | i | 0.123 | 60.3
CCc1ccccc1NC(=O)c1ccc(S(=O)(=O)N(C)C)cc1 | i | 0.0708 | 65.1
CCS(=O)(=O)N1CCCc2ccc(NS(=O)(=O)c3ccc(OC)c(C)c3)cc21 | i | 0.0467 | 61.1
COc1ccc(S(=O)(=O)Nc2ccc3c(c2)CCCN3S(=O)(=O)c2ccc(F)cc2)cc1F | i | 0.143 | 61.8
Cc1ccc(S(=O)(=O)N(C)CC(=O)Nc2ccc(C)cc2C)cc1 | i | 0.0912 | 63.6
COCC(C)NC(=O)C(=O)Nc1c2c(nn1-c1cccc(Cl)c1)CS(=O)(=O)C2 (stereo not given) | i | 0.0463 | 82.2
Cc1ccc(C)c(N2CCn3c2nc2c3c(=O)n(CCN3CCOCC3)c(=O)n2C)c1 | i | 0.0457 | 27.6
COc1cc(NC(=O)C2CCCCC2)ccc1N1CCCCC1=O | i | 0.0464 | 37.9
O=C(Cc1cccs1)NCCCn1nc(-c2cccs2)ccc1=O | i | 0.0986 | 59.2
CN(C)C(CNC(=O)c1cccc([N+](=O)[O-])c1)c1cccs1 (stereo not given) | i | 0.049 | 54.1
CCOc1ccc2ccccc2c1C(=O)Nc1ccc(CC(=O)N(C)C)cc1 | i | 0.0566 | 36.3
Cc1ccc(NC(=O)COC(=O)CCCC2=NS(=O)(=O)c3ccccc3N2)cc1F | i | 0.0467 | 39.0
COc1cc(/C=C/C(=O)c2ccccc2)cc(OC)c1OC | i | 0.0435 | 45.9
Remaining list, next part
SMILES | AMPAR-TARP mod | AMPAR-TARP mod agonism max-min | AMPAR-TARP mod glutamate slope
CN(C)CCNC(=O)c1ccc(Oc2ncccn2)cc1 | i | 0.0863 | 68.1
Cc1cc2c(c(=O)n1Cc1cccnc1)C(c1cccs1)C(C#N)=C(N)O2 (stereo not given) | i | 0.0863 | 53.2
O=C(CSc1ccc(-n2cccn2)nn1)NC1CCCCC1 | i | 0.0368 | 51.9
O=C(NCC1CCN(C(=O)Nc2ccc(F)cc2)CC1)c1ccc(C(F)(F)F)cc1 | i | 0.0526 | 40.8
CCOC(=O)CN1CCN(c2nc3c(c(=O)[nH]c(=O)n3C)n2Cc2ccccc2F)CC1 | i | 0.0572 | -0.3
O=C(Cc1csc(NC(=O)c2ccc(=O)[nH]c2)n1)NCC1CCCO1 (stereo not given) | i | 0.0776 | 31.3
O=C(Cc1csc(NC(=O)c2ccc[nH]c2=O)n1)NCC1CCCO1 (stereo not given) | i | 0.0734 | 53.9
N#C/C(=C\Nc1ccc2c(c1)OCO2)C(=O)NCc1ccccc1 | i | 0.127 | 54.6
COCCN1C(=O)C(O)=C(C(=O)C2CC2)C1c1ccc(OC)c(OC)c1 (stereo not given) | i | 0.0791 | 59.0
COc1cc(C(=O)Nc2ccc(N3CCCCC3=O)cc2)cc(OC)c1OC | i | 0.0853 | 39.6
O=C(CSc1ccc(NC(=O)c2ccccc2)nn1)NCC1CCCO1 (stereo not given) | i | 0.0514 | 42.6
O=C(c1c[nH]c2ccccc12)N1CC(C(=O)N2CCN(c3ccccn3)CC2)C1 | i | 0.0986 | 62.6
COc1ccc(-n2nc3c(c2NC(=O)C(=O)N2CCCCC2)CS(=O)(=O)C3)cc1 | i | 0.0325 | 53.9
COc1cccc(N2CC(c3nc4ccccc4n3CC(=O)N3CCOCC3)CC2=O)c1 (stereo not given) | i | 0.0806 | 60.5
COc1ccccc1NC(=O)N1CCC(CNC(=O)c2cccn(C)c2=O)CC1 | i | 0.0621 | 27.9
Cc1cc(-c2nnc(NC(=O)C(C)Oc3ccccc3)o2)n(C)n1 (stereo not given) | i | 0.0727 | 56.4
COc1cccc(C(=O)COC(=O)c2cccc3c2C(=O)c2ccccc2-3)c1 | i | 0.094 | 56.6
COc1cn(CC(=O)Nc2ccc(F)cc2F)c(CSc2nnnn2C)cc1=O | i | 0.116 | 43.3
CC(=O)c1ccc(N2CCN(C(=O)C(=O)c3c[nH]c4ccccc34)CC2)cc1 | i | 0.144 | 56.7
CCOc1ccc(-c2nc(S(=O)(=O)c3ccccc3)c(NCc3cccnc3)o2)cc1 | i | 0.134 | 44.7
Cc1ccc(S(=O)(=O)N2CCN(C(=S)c3cccc(Br)c3)CC2)cc1 | i | 0.0612 | 60.4
CC(=O)Cn1c(=O)c2c(nc3n(-c4cc(C)cc(C)c4)c(-c4ccccc4)cn23)n(C)c1=O | i | 0.0635 | 65.7
CC1CN(c2ncnc3c2cnn3CCNC(=O)c2ccc(F)cc2)CC(C)O1 (stereo not given) | i | 0.0543 | 50.4
CCOc1ccc2c(c1)SC(CC(=O)Nc1sc(C)cc1C(=O)OC)C(=O)N2 (stereo not given) | i | 0.0653 | 59.2
COc1ccc(NC(=O)CSc2ccc(NC(=O)c3ccccc3)nn2)c(OC)c1 | i | 0.0292 | 29.7

15 entries from above, with tabs.
molecule	AMPAR-TARP mod	AMPAR-TARP mod agonism max-min	AMPAR-TARP mod glutamate slope
CN(C)CCNC(=O)c1ccc(Oc2ncccn2)cc1	i	0.0863	68.1
Cc1cc2c(c(=O)n1Cc1cccnc1)C(c1cccs1)C(C#N)=C(N)O2 (stereo not given)	i	0.0863	53.2
O=C(CSc1ccc(-n2cccn2)nn1)NC1CCCCC1	i	0.0368	51.9
O=C(NCC1CCN(C(=O)Nc2ccc(F)cc2)CC1)c1ccc(C(F)(F)F)cc1	i	0.0526	40.8
CCOC(=O)CN1CCN(c2nc3c(c(=O)[nH]c(=O)n3C)n2Cc2ccccc2F)CC1	i	0.0572	-0.3
O=C(Cc1csc(NC(=O)c2ccc(=O)[nH]c2)n1)NCC1CCCO1 (stereo not given)	i	0.0776	31.3
O=C(Cc1csc(NC(=O)c2ccc[nH]c2=O)n1)NCC1CCCO1 (stereo not given)	i	0.0734	53.9
N#C/C(=C\Nc1ccc2c(c1)OCO2)C(=O)NCc1ccccc1	i	0.127	54.6
COCCN1C(=O)C(O)=C(C(=O)C2CC2)C1c1ccc(OC)c(OC)c1 (stereo not given)	i	0.0791	59.0
COc1cc(C(=O)Nc2ccc(N3CCCCC3=O)cc2)cc(OC)c1OC	i	0.0853	39.6
O=C(CSc1ccc(NC(=O)c2ccccc2)nn1)NCC1CCCO1 (stereo not given)	i	0.0514	42.6
O=C(c1c[nH]c2ccccc12)N1CC(C(=O)N2CCN(c3ccccn3)CC2)C1	i	0.0986	62.6
COc1ccc(-n2nc3c(c2NC(=O)C(=O)N2CCCCC2)CS(=O)(=O)C3)cc1	i	0.0325	53.9
COc1cccc(N2CC(c3nc4ccccc4n3CC(=O)N3CCOCC3)CC2=O)c1 (stereo not given)	i	0.0806	60.5
COc1ccccc1NC(=O)N1CCC(CNC(=O)c2cccn(C)c2=O)CC1	i	0.0621	27.9

Further records follow:
SMILES | AMPAR-TARP mod | AMPAR-TARP mod agonism max-min | AMPAR-TARP mod glutamate slope
OC(COc1ccccc1-c1ccccc1)CN1CCCCCC1 (stereo not given) | i | 0.0986 | 44.8
O=C(Cn1nc(-c2ccco2)c2sc(N3CCOCC3)nc2c1=O)N1CCc2ccccc21 | i | 0.0896 | 50.9
Cc1ccc(S(=O)(=O)c2[nH]c(-c3ccccc3)nc2SCC(=O)N2CCCC2)cc1 | i | 0.0581 | 42.0
O=C(O)CCC(=O)N1CCCCCC1 | i | 0.0988 | 63.1
Cc1c(C)n2c3c(=O)n(Cc4ccc(Cl)cc4)c(=O)n(C)c3nc2n1CCN1CCOCC1 | i | 0.143 | 48.8
CC(C)C(=O)Nc1ccc(C(=O)NCCNC(=O)C2CC2)cc1 | i | 0.0753 | 49.1
COc1ccc(C(=O)Nc2ccc(N3CCCC3=O)c(OC)c2)c(OC)c1 | i | 0.0949 | 45.9
COc1ccccc1C(=O)N1CCN(c2ncnc3c2nnn3-c2ccc(Cl)cc2)CC1 | i | 0.118 | 58.6
Cc1cccc(N2CCN(S(=O)(=O)CCNC(=O)Cc3ccc(F)cc3)CC2)c1 | i | 0.108 | 60.3
CC(C)(C)n1ncc2c(=O)n(NC(=O)Cc3cccc4ccccc34)cnc21 | i | 0.0405 | 40.0
CCOC(=O)NCC1CC(=O)N(c2ccc(F)cc2)C1 (stereo not given) | i | 0.0487 | 43.1
CCN(C(=O)Cn1c(C2CC(=O)N(c3ccc(OC)cc3)C2)nc2ccccc21)c1ccccc1 (stereo not given) | i | 0.0682 | 67.5
COc1ccc(S(=O)(=O)CCCC(=O)N2CCN(c3nc4ccc(C)cc4s3)CC2)cc1 | i | 0.065 | 66.2
CC1Oc2ccccc2OC1C(=O)NC1CCCC(O)C1 (stereo not given) | i | 0.147 | 69.5
COc1cc(C)c(Cl)cc1S(=O)(=O)NC(C)(C)C | i | 0.107 | 56.7
O=C(C1CCN(c2ccc(-c3cccs3)nn2)CC1)N1CCN(Cc2ccccc2)CC1 | i | 0.117 | 49.8
CCC(=O)N1CCN(c2ncnc3c2nnn3-c2cccc(OC)c2)CC1 | i | 0.0719 | 45.3
O=C(NCCN1CCCC1)c1ccc2c(=O)n(Cc3ccc(Cl)cc3)c(=S)[nH]c2c1 | i | 0.0822 | 83.7
CCOC(=O)CCn1c(=O)c2c(nc3n(-c4cc(OC)ccc4OC)c(C)cn23)n(C)c1=O | i | 0.0663 | 61.4

Only part of the results is shown. The share of hits here may be higher or lower than overall.
